Assay outcomes from PubChem BioAssay.
SF-1 act: activators of human SF-1, primary screen, cell-based, CHO-K1, Gal4-SF-1 LBD, luciferase luminescence | activation, % at 10 µM | AID 522, 2006 | Steroidogenic factor 1 (Homo sapiens), Q13285 | CHO-K1 Gal4-SF-1 LBD luciferase reporter; % increase over DMSO SF-1-specific signal | hit rate 1.9% among 65,000;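 active = activation above the mean activation of all tested compounds plus 3 SD, cut at about 50% in these data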
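Material: CHO-K1 cells with Gal4–hSF-1 LBD chimera plus Gal4-driven luciferase / Input: 4,000 CHO-K1 cells per well / Incubation: compound exposure 20 h at 37 °C / Signal: luminescence read 15 min after SteadyLite luciferase reagent, after room-temperature equilibration / Read-out: percent activation versus DMSO / Benchmarks: DMSO negative control and −SF1 background wells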
Ecoli tolC: growth inhibitors of E. coli tolC mutant, primary screen, strain BW25113 ΔtolC::kan, 384-well; AID 573, 2007; hit rate 2.2% among 65,000; growth inhibition, % at 10 µM (by protocol); OD615;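 active = growth inhibition at or above a cutoff equal to the mean over every tested compound plus 3 SD, cut at about 60% in these data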;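 also: growth measured after 20 h incubation at 37 °C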
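signal = optical density read at 615 nm | test system = E. coli ΔtolC::kan strain BW25113 | timing = 20 h compound exposure of bacteria at 37 °C | buffer or medium = LB medium plus 50 µg/mL kanamycin | compound dosing = 10 µM final, single dose | evaluation = % inhibition of E. coli growth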
HTR1E antagonist: 5-HT1E receptor antagonists, primary screen, cell-based, HTS; CHO 5-HT1E Ga15 NFAT-bla reporter, FRET, antagonist; inhibition, % at 6 µM; hit rate 0.99% among 65,000; AID 571, 2007;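 active = inhibition above a set limit, the mean inhibition across every tested compound plus 3 SD, cut at about 29% in these data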;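 also: signal is the 460 over 535 nm emission ratio of beta-lactamase substrate; 0% = agonist plus DMSO wells and 100% = wells without agonist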
RORA act: activators of orphan receptor RORA, primary screen, cell-based, luminescence; Nuclear receptor ROR-alpha (Homo sapiens), P35398; CHO-K1 Gal4-RORA LBD luciferase reporter; percent increase over mock-subtracted basal signal; activation, % at 10 µM; hit rate 1.5% among 65,000;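 active = activation above the mean of all tested compounds plus 3 SD, cut at about 49% in these data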;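 also: 0% = DMSO-treated RORA cells and 100% = added signal equal to DMSO minus mock-transfected cells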
Target sequence (P35398 whole entry, looked up, the tested form may be a part): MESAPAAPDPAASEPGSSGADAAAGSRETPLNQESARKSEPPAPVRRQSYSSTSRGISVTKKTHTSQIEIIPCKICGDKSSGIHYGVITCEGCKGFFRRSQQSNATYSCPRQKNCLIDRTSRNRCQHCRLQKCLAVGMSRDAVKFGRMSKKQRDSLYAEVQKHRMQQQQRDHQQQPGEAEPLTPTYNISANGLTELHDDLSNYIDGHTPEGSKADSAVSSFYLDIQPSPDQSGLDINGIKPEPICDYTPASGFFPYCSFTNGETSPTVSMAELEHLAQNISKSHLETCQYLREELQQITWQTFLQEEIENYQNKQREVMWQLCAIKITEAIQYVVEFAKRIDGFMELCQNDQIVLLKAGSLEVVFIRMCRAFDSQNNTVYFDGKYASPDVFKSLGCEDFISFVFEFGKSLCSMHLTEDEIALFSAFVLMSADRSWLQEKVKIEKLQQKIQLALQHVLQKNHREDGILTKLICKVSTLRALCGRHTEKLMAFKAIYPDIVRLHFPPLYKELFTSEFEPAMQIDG
MMP13 inh: human MMP13 inhibitors, primary screen, biochemical, FRET peptide cleavage | inhibition, % at 4 µM | MMP-13 fTHP FRET cleavage, Mca fluorescence | hit rate 0.07% among 65,000 | Collagenase 3 (Homo sapiens), P45452;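 active = inhibition above the mean of compound-free control plate wells plus 3 SD, cut at about 14% in these data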;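 also: 0% = DMSO wells and 100% = wells with reference MMP-13 inhibitor after basal subtraction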
NADH coupling: inhibitors of PK/LDH coupling enzymes, profiling panel, artefact control, biochemical, MLSMR library | coupled PK/LDH NADH assays, four targets | AID 774, 2007 | IC50, µM (doses to about 10 µM), for inactives: top-dose inhibition | hit rate 0.02% among 65,000;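 active = single-dose screening hits from any of four coupled enzyme assays that gave an IC50 when retested across doses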;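 also: the DPM-DC format reads NADH fluorescence rather than 340 nm absorbance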
HTR1A agonist: human 5-HT1a receptor agonists, primary screen, cell-based, CHO, Ga15 NFAT-bla reporter | hit rate 0.56% among 65,000 | AID 567, 2006 | CHO 5-HT1a Ga15 NFAT-bla reporter, FRET ratio; 0% basal, 100% maximal reference agonist | activation, % at 10 µM | 5-hydroxytryptamine receptor 1A (Homo sapiens), P08908;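 active = activation above the screen-wide mean activation plus 3 SD, cut at about 19% in these data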;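 also: 0% = DMSO wells and 100% = 5-CT at EC100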
Target sequence (P08908 whole entry, looked up): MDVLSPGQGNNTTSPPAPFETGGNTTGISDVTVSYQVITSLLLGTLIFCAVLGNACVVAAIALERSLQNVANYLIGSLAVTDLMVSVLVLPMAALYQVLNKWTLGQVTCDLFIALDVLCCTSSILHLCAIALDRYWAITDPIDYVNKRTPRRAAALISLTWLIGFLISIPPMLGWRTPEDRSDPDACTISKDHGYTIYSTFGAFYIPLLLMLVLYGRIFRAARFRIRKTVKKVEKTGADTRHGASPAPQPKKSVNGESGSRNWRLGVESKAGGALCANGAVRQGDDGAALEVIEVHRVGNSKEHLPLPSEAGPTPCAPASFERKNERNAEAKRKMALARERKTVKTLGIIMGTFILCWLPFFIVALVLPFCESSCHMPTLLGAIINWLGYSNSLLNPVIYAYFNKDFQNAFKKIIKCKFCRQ
5HT1E ag: 5-HT1E receptor agonists, primary screen, cell-based, HTS | hit rate 0.69% among 65,000 | CHO 5-HT1E Ga15 NFAT-bla reporter, FRET; 0% DMSO wells, 100% control agonist wells | AID 574, 2007 | activation, % at 6 µM | 5-hydroxytryptamine receptor 1E (Homo sapiens), P28566;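 active = activation above a set limit, the screen-wide mean activation plus 3 SD, cut at about 8.5% in these data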;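 also: 100% = positive control agonist at 1 µM giving full maximal response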
5-HT1A blocker: human 5-HT1a receptor antagonists, primary screen, cell-based, CHO, Ga15 NFAT-bla reporter | 5-hydroxytryptamine receptor 1A (Homo sapiens), P08908 | CHO 5-HT1a Ga15 NFAT-bla reporter, antagonist mode | inhibition, % at 10 µM | hit rate 0.68% among 62,000 | AID 612, 2007;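 active = inhibition above the mean of all tested compounds plus 3 SD, cut at about 43% in these data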;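 also: receptor stimulated by 5-CT agonist at 100 nM near EC80; beta-lactamase reporter measured by ratiometric fluorescence of a cleavable substrate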
* hit, by the source's call; nt = no result given; [ ] = remark or other dose.

Order of results – HTR1E antagonist	5-HT1A blocker	SF-1 act	MMP13 inh	NADH coupling	Ecoli tolC	HTR1A agonist	5HT1E ag	RORA act
Cc1nc2ccccc2c2oc(C(=O)NCCN3CCN(C)CC3)cc12
 : -3	3	-10	0	3%	-15	2.4	0.4	4
CCOC(=O)CSc1nnc([C@@H](NC(=O)OC(C)(C)C)C(C)C)o1
 : -5	7	-20	8	1%	-13	-3.2	-0.5	-12
CC1(C)NC(=O)N(CCOc2cccc(Oc3ccccc3)c2)C1=O
 : 1	-10	7	2	10%	7	-2.3	1.1	0
Cc1cccn2c(=O)c3cc(C(=O)N4CCc5ccccc5C4)n(C)c3nc12
 : -6	-11	-12	-26	8%[fluoresces]	11	-1.9	1.0	-1
O=C(OCn1nnc2ccccc2c1=O)c1cc2ccccc2o1
 : 2	-5	8	1	3%	7	-4.4	0.7	1
Cc1cc(C)nc(NS(=O)(=O)c2ccccc2)n1
 : 5	-2	2	4	6%	-13	-1.6	0.2	8
O=C(CSc1nc2c(c(C(F)(F)F)n1)CCc1ccccc1-2)NCc1ccco1
 : 1	-1	3	5	6%	6	-1.7	-0.4	1
COc1ccc(-c2nnc(SCC(=O)NC(C)C)n2CC2CCCO2)cc1OC (centres undefined)
 : -16	-8	5	7	4%	6	1.4	-0.1	15
CCN(c1ccccc1)S(=O)(=O)c1ccc(Oc2ccc(-n3ccnc3)cc2)nc1
 : 12	5	41	-33	0%	26	2.6	-1.7	-28
COc1ccc(OC)c(-c2nc(C)sc2CC(=O)O)c1
 : -7	3	-1	2	4%	-7	1.4	2.2	-11
CCCC(=O)Nc1sc(C(=O)OC)c(C)c1C(N)=O
 : 3	-4	8	6	6%	-14	-4.1	-0.6	-14
CCOC(=O)N1CCC(NC(=O)C2CCN(c3ccc(N4CCOCC4)nn3)CC2)CC1
 : 0	-6	10	-24	5%[fluoresces]	-8	-2.3	0.0	-2
COc1ccc(OCc2cccc(C(=O)N3CCCC3)c2)cc1
 : 6	16	25	-2	9%	-5	2.0	-1.2	9
Nc1n[nH]c(-c2ccccc2)c1-c1ccccc1
 : -6	-3	-9	1	1%	16	-1.0	0.0	-12
O=C(O)c1ccc(Cl)c2c1C1C=CCC1C(c1ccccn1)N2 (centres undefined)
 : -6	-25	-17	-2	7%	-20	-0.7	-0.2	1
COc1ccc(OCCCC(=O)N2CCCc3ccccc32)cc1
 : -9	2	2	2	8%	32	-4.0	-0.4	-19
COc1ccc(CCNc2oc(COc3ccc(F)cc3)nc2C#N)cc1
 : -4	24	-5	0	0%	96*	-3.7	-1.1	2
CC(=O)N1CCN(S(=O)(=O)c2ccc(S(=O)(=O)NCC(C)C)cc2)CC1
 : -5	-10	2	-1	2%	-29	0.5	-0.6	2
Cn1c(=O)c2c(nc(SCC(=O)Nc3ccccc3)n2C)n(C)c1=O
 : -1	9	6	-4	8%	-9	0.0	0.5	-20
COc1ccc(-c2nn3c(-c4ccco4)nnc3s2)cc1OC
 : 21	1	-19	-7	17%	22	2.3	1.3	-11

A few values from the results shown:
HTR1E antagonist result of COc1ccc(-c2nn3c(-c4ccco4)nnc3s2)cc1OC = 21
HTR1E antagonist result of COc1ccc(OCCCC(=O)N2CCCc3ccccc32)cc1 = -9
Ecoli tolC result of Nc1n[nH]c(-c2ccccc2)c1-c1ccccc1 = 16

Going on with the list.
Order of results – HTR1E antagonist	5-HT1A blocker	SF-1 act	MMP13 inh	NADH coupling	Ecoli tolC	HTR1A agonist	5HT1E ag	RORA act
O=C(C1CCN(Cc2ccc(OCc3ccccc3)cc2)CC1)N1CCCC1
 : -11	8	38	1	31%	-12	-1.1	11*	-4
COc1ccc(NC(=O)CSc2nc3ccccc3c(=O)n2-c2ccc3c(c2)OCO3)c(OC)c1
 : 4	-2	24	4	9%	10	12	-0.4	3
COc1ccc2c(C)cc(SCC(=O)N3CCOCC3)nc2c1
 : 3	-3	-1	0	8%	-7	-2.5	0.3	-8
CC1CCC2(CC1)NC(=O)N(CC(=O)NC(=O)NC1CCCC1)C2=O (centres undefined)
 : -6	-5	2	-4	6%	1	-5.3	-0.3	7
COc1ccc(N=C2SC(C(=O)O)CC(=O)N2Cc2ccc(OC)c(OC)c2)cc1 (centres undefined)
 : 10	-12	-10	2	11%	13	-2.3	-0.6	3
COCCn1c(N)c(NCc2ccccc2)c(=O)n(CC(=O)Nc2cc(C)ccc2C)c1=O
 : -9	0	16	-1	7%	-2	-2.3	0.6	-7
O=c1[nH]nc(CSCc2ccccc2Cl)[nH]1
 : -9	1	22	6	1%	-12	-0.4	0.0	0
Cc1cc(C)c(C#N)c(SCCS(=O)(=O)Cc2ccccc2)n1
 : 4	-14	17	1	7%	-4	-0.6	-0.6	2
CCSc1nc(O)c(C2OC(=O)c3c2ccc(OC)c3OC)c(=O)n1-c1ccccc1 (centres undefined)
 : 1	nt	-1	-3	1%	-7	-0.8	-0.7	-7
CCn1c(=O)c(-c2ccccc2)c(O)c2ccccc21
 : 0	0	-5	0	3%	-11	-1.6	-0.9	10
O=C(NC1CCCCCCC1)c1ccc(CNc2c(N3CCOCC3)c(=O)c2=O)cc1
 : -1	2	4	3	4%	1	-0.2	0.8	-4
O=c1c2[nH]c3ccc(Cl)cc3c2ncn1Cc1ccccn1
 : 25	13	13	-1	4%	-11	-0.4	0.2	-5
CCOC(=O)C1Cn2c(nc3c(c2=O)C2(CCCC2)Cc2ccccc2-3)S1 (centres undefined)
 : -22	-6	-9	-12	5%	17	1.7	0.7	5
CC(C)=CCC/C(C)=C/CC/C(C)=N/O
 : 10	-1	-27	3	1%	11	-2.5	-0.9	-10
CN(C)CC(O)COc1ccc(C(C)(C)c2ccc(OCC(O)CN(C)C)cc2)cc1 (centres undefined)
 : -8	nt	-10	2	3%	-8	-1.1	0.3	1
N#CC1=C(N)N2C(=C(C#N)C13CCN(Cc1ccccc1)CC3)Nc1ccccc12
 : 0	-6	2	-45	7%	22	2.5	1.8	19
COc1cccc(NC(=O)Nc2cc(C)ccc2F)c1
 : 5	25	22	-4	6%	10	-0.1	-0.6	26
C=CCOC(=O)C1=C(C)Nc2nnnn2C1c1cc(OC)ccc1OC (centres undefined)
 : 11	7	7	-1	6%	-9	1.9	-0.1	-2
CN1C(=O)c2ccccc2C(C(=O)O)C1c1cn(C)c2ccccc12 (centres undefined)
 : -3	21	-9	4	7%	-11	-1.9	-0.2	-11
CC(=O)c1ccc(N2C(=O)NC3(CCCCC3)C2=O)cc1
 : 6	7	-8	1	8%	14	-2.2	1.6	23

A second format for part of the listing above.
> CC(C)=CCC/C(C)=C/CC/C(C)=N/O
  HTR1E antagonist: 10	5-HT1A blocker: -1	SF-1 act: -27	MMP13 inh: 3	NADH coupling: 1%	Ecoli tolC: 11	HTR1A agonist: -2.5	5HT1E ag: -0.9	RORA act: -10
> CN(C)CC(O)COc1ccc(C(C)(C)c2ccc(OCC(O)CN(C)C)cc2)cc1 (centres undefined)
  HTR1E antagonist: -8	5-HT1A blocker: nt	SF-1 act: -10	MMP13 inh: 2	NADH coupling: 3%	Ecoli tolC: -8	HTR1A agonist: -1.1	5HT1E ag: 0.3	RORA act: 1
> N#CC1=C(N)N2C(=C(C#N)C13CCN(Cc1ccccc1)CC3)Nc1ccccc12
  HTR1E antagonist: 0	5-HT1A blocker: -6	SF-1 act: 2	MMP13 inh: -45	NADH coupling: 7%	Ecoli tolC: 22	HTR1A agonist: 2.5	5HT1E ag: 1.8	RORA act: 19

The results go on.
Order of results – HTR1E antagonist	5-HT1A blocker	SF-1 act	MMP13 inh	NADH coupling	Ecoli tolC	HTR1A agonist	5HT1E ag	RORA act
CCOC(=O)CC(=O)Nc1nnc(C(C)C)s1
 : 7	16	-5	-1	2%	-12	-1.5	-1.1	-14
CN(C)c1oc(-c2ccccc2Cl)nc1C#N
 : -6	-8	1	-51	3%[fluoresces]	9	-0.4	0.2	-2
CCCCOc1ccc(N(CC(=O)NC2CCCC2)C(=O)CCC(=O)Nc2ccccn2)cc1
 : 5	0	-6	-7	6%	3	1.8	-0.6	14
CCOC(=O)Nc1cccc(OCC(=O)Nc2ccc(OC)cc2OC)c1
 : 9	0	-19	0	1%	6	-1.3	-0.9	-11
CCCn1c(C(C)NC(=O)c2ccccc2)nc2ccccc21 (centres undefined)
 : 6	-7	3	6	4%	5	1.7	0.8	-13
O=C(CCCCCN1C(=O)c2ccccc2C1=O)NCc1ccco1
 : 6	-5	-12	-1	3%	-15	-0.8	0.6	-11
CCOCCCN(CCC#N)S(=O)(=O)c1ccc(S(=O)(=O)N2CCCC2)cc1
 : 2	-13	16	3	6%	-23	-1.0	-0.6	-1
O=c1c2ccccc2c(/C=N/c2ncn[nH]2)c(O)n1Cc1ccccc1
 : 3	2	6	0	6%	34	-3.0	0.1	-2
CCn1c(SCCC(=O)O)nnc1-c1cccnc1
 : -2	-5	-3	1	7%	-18	-1.1	2.3	15
Cn1c(=O)oc2cc(S(=O)(=O)NC3CCCCCCC3)ccc21
 : 9	7	8	0	10%	-5	-1.3	1.3	-8
CC(C)C(c1nnnn1C1CCCC1)N1CCN(C(=O)c2ccco2)CC1 (centres undefined)
 : -4	1	-21	2	3%	-7	-0.4	1.2	-13

An unsorted share of the library. About 7.2% of those tested had a hit in this group.
